TbPYK inhibitor – blocks Trypanosoma brucei pyruvate kinase | Potency, µM (titrated, usually from 76.8 µM), without a hit: at the highest dose activity, negative = inhibition, most hits filed as inhibitors | 410,000 compounds, 0.12% hits | TbPYK enzyme, Kinase-Glo Plus ATP luminescence, 45 min | Q57TT1; also: potency is read from the fitted curve at half-maximal effect; % is scaled to controls: 0 for no effect and ±100 for the full control effect; nearly all actives have a fitted effect of over 50% in size
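TbPYK + substrate in 50 mM TEA pH 7.2, 100 mM KCl, 10 mM MgCl2, 0.05% BSA, 0.01% Tween-20; cpd pinned; ADP 130 uM final; 45 min RT; Kinase-Glo Plus 10 min; luminescence endpoint.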
Pf growth 48h – inhibits P. falciparum growth in the first generation, 48 h. P. falciparum luciferase growth in erythrocytes, 48 h. Potency, µM (titrated, usually from 28.7 µM), for the others: at the top dose activity change, negative = inhibition, actives largely listed as inhibitors. 310,000 compounds, 5.9% hits. AID 504832; also: potency is read from the fitted curve at half-maximal effect; % is scaled to controls: 0 for no effect and ±100 for the full control effect
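Parasite viability was followed by luminescence of a genomically integrated firefly luciferase. Cultures held 0.1% parasitemia at 2% hematocrit (final), incubated under 5% CO2 at 37 C.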
AmpC no deterg – inhibitors of E. coli AmpC beta-lactamase without detergent; 330,000 compounds, 0.52% hits; AmpC nitrocefin hydrolysis, absorbance 480 nm, 0.0001% Triton; AID 485341; Potency, µM (top dose mostly 57.1 µM), for inactives: at the top dose activity change, negative = inhibition, actives largely listed as inhibitors; P00811;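 also: potency is read from the fitted curve at half-maximal effect; plate controls were no compound for no effect and no enzyme for full effect; nearly all actives have a fitted effect of over 20% in size; some results filed as inactive show a strong effect at the top dose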
Target sequence (P00811 whole entry, looked up): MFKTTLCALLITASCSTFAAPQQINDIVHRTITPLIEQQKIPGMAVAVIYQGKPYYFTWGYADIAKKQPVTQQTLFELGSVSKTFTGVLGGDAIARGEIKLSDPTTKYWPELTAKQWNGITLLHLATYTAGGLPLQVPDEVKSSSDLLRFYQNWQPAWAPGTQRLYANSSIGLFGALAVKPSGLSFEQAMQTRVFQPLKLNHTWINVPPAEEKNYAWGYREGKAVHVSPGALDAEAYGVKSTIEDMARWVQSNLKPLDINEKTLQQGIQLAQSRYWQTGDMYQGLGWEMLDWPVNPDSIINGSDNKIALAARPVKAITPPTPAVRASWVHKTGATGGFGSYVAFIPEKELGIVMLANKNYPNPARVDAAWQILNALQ
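20 mM phosphate pH 7.0 + 0.01% (detergent screen) or 0.0001% Triton X-100; 5.3 nM AmpC reagent; cpd preinc 15 min RT; nitrocefin (800 uM stock) to start; A480 q20 s × 4 min; Activity was normalised to no-enzyme and no-compound control wells.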
Pf growth 96h – P. falciparum growth inhibition at 96 hour, primary screen for plastid delayed-death inhibitors; 320,000 compounds, 6.9% hits; Potency, µM (series often up to 28.7 µM), without a hit: at the top dose activity change, negative = inhibition, actives largely listed as inhibitors; P. falciparum luciferase reporter growth, 96 h; AID 504834; also: potency is read from the fitted curve at half-maximal effect; % is scaled to controls: 0 for no effect and ±100 for the full control effect
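Luminescence readout: decreased luciferase signal marks inhibited growth of reporter-expressing P. falciparum in infected red cells (2% hematocrit, 0.05% parasitemia final), exposed to compound two generations (96 h, 37 C, 5% CO2).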
LmPK inh – inhibitors of Leishmania mexicana pyruvate kinase | Q27686 | purified LmPK, Kinase-Glo ATP luminescence, 1 h | Potency, µM (doses to about 57.5 µM), without a hit: top-dose activity change, negative = inhibition, actives largely listed as inhibitors | 290,000 compounds, 0.37% hits; also: potency is read from the fitted curve at half-maximal effect; % is scaled to controls: 0 for no effect and ±100 for the full control effect
Target sequence (Q27686 whole entry, looked up): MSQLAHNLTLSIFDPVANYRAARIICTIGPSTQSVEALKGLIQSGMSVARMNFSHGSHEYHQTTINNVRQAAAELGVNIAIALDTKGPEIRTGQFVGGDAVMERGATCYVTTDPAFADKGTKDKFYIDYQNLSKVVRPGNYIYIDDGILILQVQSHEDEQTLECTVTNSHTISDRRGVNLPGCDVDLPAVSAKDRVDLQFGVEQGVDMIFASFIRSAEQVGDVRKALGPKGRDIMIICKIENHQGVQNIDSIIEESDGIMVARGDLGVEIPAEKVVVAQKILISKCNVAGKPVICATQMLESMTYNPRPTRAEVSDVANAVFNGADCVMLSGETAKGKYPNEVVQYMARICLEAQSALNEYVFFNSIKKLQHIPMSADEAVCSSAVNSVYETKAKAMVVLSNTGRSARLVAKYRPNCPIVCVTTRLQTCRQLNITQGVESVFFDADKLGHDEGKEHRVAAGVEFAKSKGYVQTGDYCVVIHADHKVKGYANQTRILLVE
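0.1 nM LmPK, 0.5 mM PEP, 0.1 mM ADP; 50 mM imidazole pH 7.2, 7 mM MgCl2, 50 mM KCl; 1 h RT. Kinase-Glo luminescence readout, normalized to no-enzyme (full inhibition) and uninhibited wells.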
Cycloheximide cs – affects cycloheximide protein synthesis inhibition readout, counter-screen | cell reporter, cycloheximide protein synthesis inhibition counterscreen | max response, % | 300,000 compounds, 12% hits | AID 2314; in the data active = max response mostly above about 13%, no sharp cut-off; inactive = mostly below about 14%; also: read at 38.3 µM for the half of the compounds with a filed dose; 0% is about no effect
Shiga toxin inh – inhibitors of Shiga toxin in Vero cells. 290,000 compounds, 9.2% hits. Vero cells, Shiga toxin protein synthesis inhibition reporter. inhibition, % at 38.7 µM; in the data active = inhibition mostly above about 28%, no sharp cut-off; inactive = mostly below about 43%; also: 0% is about no effect
* hit, by the source's call; u = inconclusive; x = not tested or not shown; & = joins results of further samples; [ ] = remark or other dose. Unless noted, calls follow the shape of the dose curve; as a rule, active = well fitted curve in the direction sought with a large enough effect; inconclusive = small, poorly fitted or top-dose-only effect, or another doubt; inactive = no such curve, though single readings can be large; an effect the other way counts as inactive or inconclusive.

#1 S=C(NCc1ccc2[nH]c3c(c2c1)CCCC3)Nc1ccccc1
#2 COc1ccc(CNC(=O)CSc2nnc(C)s2)cc1
#3 CCOC(=O)CNC(=O)CSc1nc2cccnc2n1C1CCCCC1
#4 NC(=O)Cn1cnc(-c2ccccc2)c1
#5 Cc1ccc(C)c(OCC(O)CN2CCc3ccccc3C2)c1C (stereo not drawn)
#6 COc1ccc(-c2cc(C(=O)Nc3cc(Cl)ccc3OC)no2)cc1

entry no.	1	2	3	4	5	6
TbPYK inhibitor	-9%	-2%	-7%	-2%	-8%	-19%
Pf growth 48h	u	x	-14%	7%	9.3µM*	6%
AmpC no deterg	u	-12%	-1%	-19%	12%	-11%
Pf growth 96h	-29%	19%	9.3µM*	u	12µM*	7%
LmPK inh	8%	7%	8%	-3%	1%	5%
Cycloheximide cs	-1	-5	-4	-3	-6	-3
Shiga toxin inh	21	-6	11	-3	3	-11

Copied from above (four entries):
#1 S=C(NCc1ccc2[nH]c3c(c2c1)CCCC3)Nc1ccccc1
#2 COc1ccc(CNC(=O)CSc2nnc(C)s2)cc1
#3 CCOC(=O)CNC(=O)CSc1nc2cccnc2n1C1CCCCC1
#4 NC(=O)Cn1cnc(-c2ccccc2)c1

entry no.	1	2	3	4
TbPYK inhibitor	-9%	-2%	-7%	-2%
Pf growth 48h	u	x	-14%	7%
AmpC no deterg	u	-12%	-1%	-19%
Pf growth 96h	-29%	19%	9.3µM*	u
LmPK inh	8%	7%	8%	-3%
Cycloheximide cs	-1	-5	-4	-3
Shiga toxin inh	21	-6	11	-3

Back to the main list with the four entries that preceded the break.
#3 CCOC(=O)CNC(=O)CSc1nc2cccnc2n1C1CCCCC1
#4 NC(=O)Cn1cnc(-c2ccccc2)c1
#5 Cc1ccc(C)c(OCC(O)CN2CCc3ccccc3C2)c1C (stereo not drawn)
#6 COc1ccc(-c2cc(C(=O)Nc3cc(Cl)ccc3OC)no2)cc1
#7 COC(=O)c1cc(S(=O)(=O)NCCCc2ccco2)c[nH]1
#8 CCOC(=O)N1CCN(C(=O)C2CCC(=O)N(Cc3ccc(Cl)cc3)C2)CC1 (stereo not drawn)
#9 O=C(CCN1C(=O)C2CC=CCC2C1=O)Nc1cccc(Cl)c1 (stereo not drawn)
#10 COc1cccc(CC(=O)Nc2nc3c(s2)C(=O)CC(C)(C)C3)c1
#11 C=CCN1C(=O)/C(=c2\sc3nc(=O)c(Cc4ccccc4Cl)nn3c2=O)c2ccccc21
#12 CN1CCN(c2ccccc2NC(=O)COc2ccc(Br)cc2)CC1

entry no.	3	4	5	6	7	8	9	10	11	12
TbPYK inhibitor	-7%	-2%	-8%	-19%	-3%	1%	-7%	5%	u	0%
Pf growth 48h	-14%	7%	9.3µM*	6%	-6%	-4%	17%	2%	-1%	x
AmpC no deterg	-1%	-19%	12%	-11%	-17%	33%	-29%	-30%	-41%	26%
Pf growth 96h	9.3µM*	u	12µM*	7%	-7%	-3%	9%	6%	-18%	1.9µM*
LmPK inh	8%	-3%	1%	5%	3%	2%	-3%	-5%	u	3%
Cycloheximide cs	-4	-3	-6	-3	-2	-2	2	-5	-3	-2
Shiga toxin inh	11	-3	3	-11	9	16	12	1	29	-19

#13 Cc1cccc2cc(CN(Cc3ccc(F)cc3)C(=O)N(C)C)c3nnnn3c12
#14 CCCOc1ccc(CNCCCOCC)cc1OC
#15 N/C(CSc1ccc(Cl)cc1)=N\S(=O)(=O)c1ccc(Cl)cc1
#16 COc1ccccc1CN(C)C(=O)CN1CCN(S(=O)(=O)c2ccc3c(c2)OCCCO3)CC1
#17 O=C(NC(=S)Nc1cccc(CO)c1)c1ccc(-c2ccccc2)cc1
#18 CC(=O)Nc1ccc(OCC(O)Cn2c3ccccc3c3ccccc32)c(C)c1 (stereo not drawn)

entry no.	13	14	15	16	17	18
TbPYK inhibitor	4%	17%	-5%	-3%	-8%	1%
Pf growth 48h	-21%	u	34%[activator]	u	64%[activator]	u
AmpC no deterg	-10%	-7%	-33%	155%[activator]	-31%	122%[activator]
Pf growth 96h	30%[activator]	-8%	77%[activator]	u	91%[activator]	10µM*
LmPK inh	2%	0%	1%	x	-1%	9%
Cycloheximide cs	-5	6	1	x	25*	-2
Shiga toxin inh	4	2	11	x	64*	-15

#19 Nc1ccc2oc3ccc(N)cc3c(=O)c2c1
#20 Cc1ccc(Cl)cc1NC(=O)CNC(=O)N1CC(=O)Nc2ccccc21
#21 COc1ccc(S(=O)(=O)N2CC=C(C(=O)Nc3ccc(NC(C)=O)cc3)CC2)cc1
#22 Cc1ccc(C)c(NC(NC(=O)c2ccccn2)C(Cl)(Cl)Cl)c1 (stereo not drawn)
#23 CSc1ccccc1NC(=O)CN(C)CC(=O)Nc1cccc(Br)c1
#24 COc1cc(C)c(S(=O)(=O)N2CCN=C2c2ccccc2)cc1C

entry no.	19	20	21	22	23	24
TbPYK inhibitor	-3%	-12%	1%	2%	-1%	-14%
Pf growth 48h	x	3%	u	-27%	-40%	-2%
AmpC no deterg	-9%	-12%	-15%	1%	53%	22%
Pf growth 96h	139%[activator]	2%	0%	u	u	-2%
LmPK inh	-12%	-5%	0%	-1%	-4%	7%
Cycloheximide cs	38*	-5	-3	1	2	-2
Shiga toxin inh	39	6	15	3	-1	-2

#25 C/C(=C\C(=O)Nc1cc(C)on1)c1ccccc1
#26 O=C1CC(c2ccccc2)=Nc2ccccc2N1
#27 CCOC(=O)N1CCN(C(=O)c2ccccc2CCc2ccccc2)CC1
#28 COC(=O)c1cc(NC(=O)c2ccco2)ccc1N1CCOCC1
#29 CCCCN1Cc2cc(C(=O)c3cc(OC)ccc3O)cnc2NC1=O
#30 COc1ccc(C2C(C(=O)Nc3ccccc3OC)=C(C)Nc3ncnn32)cc1 (stereo not drawn)

entry no.	25	26	27	28	29	30
TbPYK inhibitor	3%	-3%	0%	-1%	2%	-7%
Pf growth 48h	u	x	u	38%[activator]	u	x
AmpC no deterg	-31%	-13%	154%[activator]	-14%	-13%	0%
Pf growth 96h	113%[activator]	42%[activator]	x	71%[activator]	9.3µM*	-49%
LmPK inh	2%	-3%	3%	0%	-3%	7%
Cycloheximide cs	37*	10	-3	-2	12	-5
Shiga toxin inh	57*	13	-3	-9	32	-8

#31 CCc1nc2ccccc2n1Cc1ccc(F)cc1
#32 COc1ccc(CCC(=O)OCC(=O)c2ccc(C)cc2)cc1
#33 Cc1cccc(NC(=O)COC(=O)CCCC2=NS(=O)(=O)c3ccccc3N2)c1
#34 Cc1cc(C)n(Cc2cnc(N3CCOCC3)s2)n1
#35 O=c1[nH]n(-c2ccccc2)c(=O)c2ccccc12
#36 Cc1nc(C)c(C(=O)C2=C(O)C(=O)N(CCN(C)C)C2c2ccco2)s1 (stereo not drawn)

entry no.	31	32	33	34	35	36
TbPYK inhibitor	0%	3%	2%&3%	1%	-2%	0%
Pf growth 48h	-2%	-7%	0%	u	8%	9%
AmpC no deterg	21%	-17%	-26%	-5%	-12%	-2%
Pf growth 96h	1%	-2%	18%	13%	-10%	28%
LmPK inh	-5%	-2%	10%	-2%	-10%	0%
Cycloheximide cs	4	-3	-2	-2	-4	-1
Shiga toxin inh	-11	-12	-3	-1	-12	-19

#37 COc1ccc2cc(C3(C)NC(=O)N(CC(=O)NCCC4=CCCCC4)C3=O)ccc2c1 (stereo not drawn)
#38 O=Cc1ccc(OCCCOc2cccc3cccnc23)cc1
#39 CCc1ccccc1NC(=O)CN(c1cccc(OC)c1)S(C)(=O)=O
#40 C=CCn1c(Cc2c(C)[nH]c3ccccc23)nnc1SCC(=O)NCc1ccc(F)cc1
#41 CC(=O)N1CC(C)Sc2ccc(S(=O)(=O)NCc3ccc(Cl)cc3)cc21 (stereo not drawn)
#42 O=C(CSc1nc(=O)n2ccccc2n1)N1CCCCCC1

entry no.	37	38	39	40	41	42
TbPYK inhibitor	6%	-1%	-1%	-20%	7%	-2%
Pf growth 48h	x	36%[activator]	-3%	8.3µM*	5%	-21%
AmpC no deterg	4%	77%[activator]	u	33%	-11%	-4%
Pf growth 96h	u	5%	-8%	0.26µM*	u	3%
LmPK inh	1%	14%	6%	2%	4%	x
Cycloheximide cs	-3	10	-4	-2	1	x
Shiga toxin inh	3	-4	2	-3	-18	x

#43 CCN(CC)C(=O)COc1c(-c2ccco2)oc2ccccc2c1=O
#44 COc1ccc(S(=O)(=O)N(CC(=O)N2CCOCC2)c2ccc(F)cc2)cc1OC
#45 CCOc1cc(CNCCc2ccc(S(N)(=O)=O)cc2)cc(Cl)c1OCc1ccccc1
#46 N#Cc1ccc(COC(=O)C2CC(=O)N(CCc3ccccc3)C2)cc1 (stereo not drawn)
#47 Cc1ccc(S(=O)(=O)N2CCCc3cc(NC(=O)c4c(F)cccc4F)ccc32)cc1
#48 CCSc1nnc(-c2ccccc2N=Cc2c(C)[nH]n(-c3ccccc3)c2=O)c(=O)[nH]1

entry no.	43	44	45	46	47	48
TbPYK inhibitor	1%	-9%	-10%	3%	2%&-6%	-2%
Pf growth 48h	u	24%	13µM*	7%	-13%	-3%
AmpC no deterg	-8%	11%	23%	6%	-24%	-24%
Pf growth 96h	u	24%	13µM*	97%[activator]	14%	u
LmPK inh	5%	0%	5%	x	-2%	-6%
Cycloheximide cs	5	-5	9	x	0	13*
Shiga toxin inh	-25	15	-10	x	13	17

#49 COc1ccc(OC)c(CN2CCN(c3ccccc3OC)CC2)c1
#50 CC(C)Nc1ncnc2c1cnn2-c1ccc(Cl)cc1
#51 CCOC(=O)c1cc2occc2n1CC(=O)NCCOC
#52 CCOC(=O)C1=C(Nc2ccc(OC)cc2)OCC1=O
#53 C=CCN1C(=O)c2ccc(C(=O)NCCOc3ccccc3F)cc2C1=O
#54 CCCCc1c(O)nc2sc3cc(OC)ccc3n2c1=O
#55 CC(=O)N1CCN(CC(O)COc2ccc(S(=O)(=O)N3CCOCC3)cc2)CC1 (stereo not drawn)
#56 Cc1ccc(-c2csc(-c3c[nH]c4ccccc34)n2)c(C)c1

entry no.	49	50	51	52	53	54	55	56
TbPYK inhibitor	49%[activator]	-3%	-3%	5%	2%	1%	-12%	3%
Pf growth 48h	1%	98%[activator]	-11%	u	37%[activator]	5%	10%	54%[activator]
AmpC no deterg	0%	-14%	-10%	-11%	-21%	-15%	-8%	-32%
Pf growth 96h	u	247%[activator]	u	u	26%	x	-13%	0%
LmPK inh	-2%	5%	-2%	-14%	x	-7%	x	2%
Cycloheximide cs	-6	21*	-1	1	x	-1	x	36*
Shiga toxin inh	-13	31*	-3	-6	x	-33	x	78*

Screening data: PubChem BioAssay, National Center for Advancing Translational Sciences (NCATS)
